Screening data deposited in PubChem by several laboratories.
MrgX1 allo act: allosterically activates human MrgX1 receptor signaling | Q96LB2 | MrgX1-HEK293, Fluo-4 calcium flux, FDSS; hits give high values | B-score at 10 µM | 0.63% of 310,000 active | AID 588675;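 active = plate-corrected calcium response at least 3 library SD above typical, normal starting fluorescence, not activating the receptor alone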;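 note: compound read alongside a low EC10 to EC30 dose of BAM8-22 agonist; peak minus trough fluorescence over baseline measured at the second addition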
TRPC6 inhibitor: blocks the mouse TRPC6 cation channel | Q61143 | HEK293-TRPC6, membrane potential dye, ACh-evoked depolarization; hits give low values | B-score at 10 µM | 1.1% of 310,000 active | AID 2553;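 active = B-score under library mean minus 3 SD, initial fluorescence not abnormally high, positive integrated signal ratio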;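 note: B-score derived from integrated fluorescence ratio over the kinetic read; more negative B-score means stronger inhibition of depolarization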
ANO1 block: blocks the mouse calcium-activated chloride channel TMEM16A. Q8BHY3. HEK293 TMEM16A/YFP iodide influx fluorescence, ionomycin. normalized B-score (activity score, 25-100; higher = stronger inhibition) at 10 µM. 1.2% of 310,000 active;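 active = ratio plate-corrected score three or more library SD toward inhibition, starting fluorescence score within five deviations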;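 note: score derived from kinetic fluorescence span divided by baseline fluorescence per well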
TRPC4 agonist: TRPC4 (mouse) channel activation; Q9QUQ5; HEK293 TRPC4beta/mu-opioid, Fluo4 calcium fluorescence; hits give high values; B-score at 10 µM; 0.49% of 310,000 active;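 active = B-score above 5 SD of library B-scores, and initial fluorescence ratio not above library mean plus 5 SD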;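 note: positive B-score marks a calcium rise read as TRPC4 activation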
Target sequence (Q9QUQ5 whole entry, looked up): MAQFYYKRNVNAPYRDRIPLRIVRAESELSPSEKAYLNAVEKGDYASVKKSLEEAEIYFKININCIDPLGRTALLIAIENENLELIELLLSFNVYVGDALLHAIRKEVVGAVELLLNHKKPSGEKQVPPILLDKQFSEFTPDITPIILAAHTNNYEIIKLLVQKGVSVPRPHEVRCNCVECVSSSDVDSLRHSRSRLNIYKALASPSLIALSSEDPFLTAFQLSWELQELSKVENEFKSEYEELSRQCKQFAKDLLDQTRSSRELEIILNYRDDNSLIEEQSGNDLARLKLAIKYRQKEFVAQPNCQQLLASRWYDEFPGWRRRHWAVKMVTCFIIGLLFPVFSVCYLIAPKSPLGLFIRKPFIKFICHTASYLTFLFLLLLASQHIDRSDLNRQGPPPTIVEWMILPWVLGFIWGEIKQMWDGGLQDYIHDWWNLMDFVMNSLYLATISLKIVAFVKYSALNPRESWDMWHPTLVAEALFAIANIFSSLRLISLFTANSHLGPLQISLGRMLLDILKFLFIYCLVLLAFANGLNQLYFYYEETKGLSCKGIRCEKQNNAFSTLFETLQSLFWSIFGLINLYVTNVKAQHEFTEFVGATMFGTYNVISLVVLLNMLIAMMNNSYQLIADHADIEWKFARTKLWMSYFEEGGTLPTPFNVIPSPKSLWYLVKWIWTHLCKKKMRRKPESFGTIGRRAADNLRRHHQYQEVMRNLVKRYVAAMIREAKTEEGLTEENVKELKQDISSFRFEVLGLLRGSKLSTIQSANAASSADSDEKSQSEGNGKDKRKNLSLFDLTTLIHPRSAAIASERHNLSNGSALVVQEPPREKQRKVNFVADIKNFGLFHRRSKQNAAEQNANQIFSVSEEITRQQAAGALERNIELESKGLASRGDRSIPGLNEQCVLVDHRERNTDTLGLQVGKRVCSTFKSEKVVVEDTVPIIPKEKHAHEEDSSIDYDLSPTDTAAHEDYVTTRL
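System – HEK293 cells stably co-expressing mouse TRPC4beta and mu-opioid receptor · Signal – Fluo4 calcium-sensitive dye fluorescence, kinetic, 1 Hz baseline · Benchmarks – buffer (low) and maximal DAMGO (high) · Read-out – B score of integrated fluorescence ratio per well · Incubation – dye loading 45 min room temperature, 110 s kinetic read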
TMEM16A act: activates or potentiates the mouse TMEM16A chloride channel. Q8BHY3. HEK293 TMEM16A/YFP-H148Q/I152L, iodide quench fluorescence; hits give low values. B-score at 10 µM. 0.3% of 340,000 active;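 active = fluorescence-ratio B-score plate-corrected deviation score at least 3 library SD below zero, with starting fluorescence score within 5 deviations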;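 note: channel opened by trigger with iodide after compound preincubation; score built on the fluorescence ratio of max minus min over baseline; more negative score means more quench and so TMEM16A activation or potentiation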
TRPC4 PAM: allosterically enhances the mouse TRPC4 cation channel; Q9QUQ5; B-score at 10 µM; 0.42% of 310,000 active; HEK293 TRPC4beta/mu-opioid, DAMGO EC20, Fluo-4 Ca2+ flux; hits give high values;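 active = B-score of calcium response area above 5 SD of library B-scores, with initial fluorescence ratio within 5 SD of library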;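 note: B-score of integrated fluorescence ratio over time as area under calcium response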
MrgX1 antagonist: blocks BAM8-22 activation of human MrgX1 receptor; Q96LB2; MRGX1-HEK293 calcium flux, Fluo-4, BAM8-22 antagonism; hits give low values; B-score at 10 µM; 1.3% of 310,000 active;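 active = calcium-response B-score plate-corrected more than 3 library SD below zero, starting fluorescence within 5 deviations, no agonist response on first addition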;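 note: peak minus trough fluorescence over baseline after final BAM8-22 challenge near maximal dose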
SKKanGAS inh: SKKanGAS growth inhibition | 1.3% of 300,000 active | S. pyogenes SKKanGAS, kanamycin growth, BacTiter-Glo, 6 h | inhibition, % at 7.5 µM;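 active = mean replicate score, as percent of positive control median, at least 50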;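 note: strain carries kanamycin resistance gene driven by streptokinase promoter and grows in 40 µg/ml kanamycin; loss of luminescence reflects streptokinase promoter inhibition or plain growth inhibition; 0% = median of DMSO wells and 100% = positive control at its reference dose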
MrgX1 ag: activates human MrgX1 receptor signaling | Q96LB2 | MrgX1-HEK293 cells, Fluo-4 calcium fluorescence, agonist mode; hits give high values | B-score at 10 µM | 0.44% of 310,000 active | AID 588627;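 active = calcium response B-score plate-corrected fluorescence ratio at least 3 library SD, with starting fluorescence B-score inside 5 SD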
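System: HEK293 cells stably expressing human MrgX1 receptor; Dosing: test compound in the initial addition of three; Schedule: overnight plating, then 30 min 37 °C plus 30 min room-temperature dye loading; Detection: kinetic calcium dye fluorescence, Fluo-4 NW; Controls: per-plate positive and negative controls for Z′ factor.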
TRPC6 activator: activators of mouse TRPC6 channel; HEK293-TRPC6 membrane potential dye fluorescence; hits give high values; Q61143; B-score at 10 µM; 0.13% of 310,000 active;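 active = B-score of the integrated fluorescence ratio above library mean plus 3 SD, and starting fluorescence ratio within library mean plus 5 SD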;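 note: higher score means more depolarization so channel activation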
TRPC4 block: TRPC4 (mouse) channel inhibition | Q9QUQ5 | HEK293 TRPC4beta/mu-opioid, DAMGO-evoked Fluo4 calcium flux; hits give low values | B-score at 10 µM | 0.39% of 300,000 active | AID 2247;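 active = B-score over 3 SD under the library average, no early fluorescence shift, positive overall ratio signal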
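Assay system – HEK293 line stably carrying TRPC4beta and mu-opioid receptor · Doses – single dose · Detection – Fluo4 calcium-dye fluorescence, kinetic read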
Numbers without * were called inactive; i = inactive; . = no result given. The order is random. About 6.7% of those tested had a hit in this group.

Value order: MrgX1 allo act	TRPC6 inhibitor	ANO1 block	TRPC4 agonist	TMEM16A act	TRPC4 PAM	MrgX1 antagonist	SKKanGAS inh	MrgX1 ag	TRPC6 activator	TRPC4 block
- COCc1cc(=O)[nH]c(/N=C(\N)Nc2cccc(Cl)c2)n1
→ i	i	i	i	i	i	i	8	i	i	i
- COc1cc(O)oc1C=Nc1ccc(Cl)cc1
→ i	i	i	i	i	i	i	0	i	i	i
- Cc1cc(NC(=O)c2cc(CC(C)C)on2)n(-c2ccccc2)n1
→ i	i	i	i	i	i	i	-7	i	i	i
- Cc1cc(=O)oc2cc(OCC(=O)NC3CCCC3)ccc12
→ i	i	i	i	i	i	i	1	i	i	i
- CCC1Sc2ccc(S(=O)(=O)CCC(=O)NCc3cccs3)cc2NC1=O (stereo unspecified)
→ i	i	i	i	i	i	i	1	i	i	i
- CCOC(=O)c1ccc(N/C=C/C(=O)c2ccc(OC)cc2)cc1
→ i	i	i	i	i	i	i	-3	i	i	i
- COc1ccc(/C=N/NC(=O)CN2CCCC2)cc1
→ i	i	i	i	i	i	i	4	i	i	i
- CCOC(=O)C1(CCOc2ccccc2)CCN(Cc2cnc(C)s2)CC1
→ i	i	i	115*	i	i	i	-1	i	i	i
- COc1cc(C2NC(=O)CS2)cc(OC)c1OC (stereo unspecified)
→ i	i	i	i	i	i	i	-8	i	i	i
- COc1ccc2c(c1)CCc1c(C(=O)Nc3cc(C)n(Cc4ccc(Cl)cc4)n3)noc1-2
→ i	i	i	i	i	i	i	-6	i	i	i
- CCCCCCCn1c(=O)c(C(=O)OC)c(N)c2ccccc21
→ i	i	25*	i	i	i	i	0	i	i	i
- Cc1ccc(S(=O)(=O)N(C)CC(=O)Nc2ncccc2C)cc1
→ i	i	i	i	i	i	i	1	i	i	i
- COc1ccc(COC(=O)CCNC(=O)c2ccc(Cl)cc2)cc1
→ i	i	i	i	i	i	i	-22	i	i	i
- Cn1c2ccccc2c2ncn(CCC3=CCCCC3)c(=O)c21
→ i	i	i	i	i	i	i	7	i	i	i
- COc1ccc(/C=N/Nc2cc(N3CCOCC3)ncn2)c(OC)c1
→ i	i	i	i	i	i	i	-3	i	i	i
- Nc1nc(CSc2ncccn2)nc(Nc2ccccc2)n1
→ i	i	i	i	i	i	i	7	i	i	i
- O=C(Nc1cccc(NC(=O)c2ccc(Cl)cc2)n1)c1ccc(Cl)cc1
→ i	i	i	i	i	i	i	2	i	i	i
- CN1CCc2cc(O)c(O)cc2C(c2ccccc2)C1 (stereo unspecified)
→ i	.	i	.	i	.	i	.	i	.	.
- COc1cccc(CC(=S)N2CCOCC2)c1
→ i	i	i	i	i	i	i	3	i	i	i
- Clc1ccc(C2CC(c3cccs3)n3ncnc3N2)cc1 (stereo unspecified)
→ i	i	i	i	i	i	i	7	i	i	i
- COC(=O)c1c(C)[nH]c(C(=O)NCCc2ccc(S(N)(=O)=O)cc2)c1C
→ i	i	i	i	i	i	i	1	i	i	i
- CCc1ccc(CN2C(=O)c3ccccc3C2C(=O)NCc2cccnc2)cc1 (stereo unspecified)
→ i	i	i	i	i	i	i	-4	i	i	i
- Cc1nn2c(N3CCN(C4CCCC4)CC3)cc(C(C)(C)C)nc2c1-c1ccccc1
→ i	i	i	i	i	i	i	10	i	i	i
- COc1ccc2c(c1)c(=O)oc1cc3occ(C(C)(C)C)c3cc12
→ i	i	i	i	i	i	i	-1	i	i	i
- COc1ccccc1N1C(=O)[C@@H]2C(C(=O)CN3C(=O)c4ccccc4C3=O)=NN[C@@H]2C1=O
→ i	i	i	i	i	i	i	-6	i	i	i
- CCOC(=O)c1cnn(-c2ccc(F)cc2)c1N
→ i	i	i	i	i	i	i	-1	i	i	i
- COC1=Cc2c(ccc3ccc(=O)oc23)OC1(C)C
→ i	i	i	i	i	i	i	1	i	i	i
- O=C(Cn1c(=O)n(CCCCC(=O)NC2CCCC2)c(=O)c2ccccc21)NCCC1=CCCCC1
→ i	i	100*	i	i	i	i	1	i	i	i
- Cc1cccc(-n2[nH]c(C)c(C=Nc3ccc4[nH]c(=O)[nH]c4c3)c2=O)c1
→ i	i	i	i	i	i	i	9	i	i	i
- COC(=O)c1cc(-c2c(C)nn(-c3ccccc3)c2C)n[nH]1
→ i	i	i	i	i	i	i	-3	i	i	i
- O=C(Cn1nnc2ccccc21)OCC(=O)c1ccc(Cl)cc1
→ i	i	i	i	.	i	i	-6	i	i	i
- Cc1ccc(C)c(NC(=O)C2CCCC2)c1
→ i	i	i	i	i	i	i	1	i	i	i
- CCN(c1ccccc1)S(=O)(=O)c1cc2c(cc1C)n(C)c(=O)c(=O)n2C
→ i	i	i	i	i	i	i	-2	i	i	i
- Cn1c(CNC(=O)C(Cc2ccccc2)NC(=O)c2ccccc2)cc(=O)n(C)c1=O (stereo unspecified)
→ i	i	i	i	i	i	i	4	i	i	i
- Cc1cccc(NC(=S)N2CCC(C(=O)c3ccc(F)cc3)CC2)c1C
→ i	i	i	i	i	i	i	4	i	i	i
- O=C(Nc1ccccc1)c1ccc2ccccc2n1
→ i	i	i	i	i	i	i	-10	i	i	i
- Cc1nc(C#N)c(N/N=C/c2cccc(Cl)c2)o1
→ i	i	i	i	i	i	i	2	i	i	i
- CNc1nc(OCC(F)(F)F)nc(OCC(F)(F)F)n1
→ i	i	i	i	i	i	i	0	i	i	i
- COc1ccc(-c2cccc(C3CC=CC4C3C(=O)N(Cc3ccccc3)C4c3ccc4ccccc4c3)c2)cc1 (stereo unspecified)
→ i	i	i	i	i	i	i	-5	i	i	i
- Cc1cccc(NC(=O)c2cc3n(n2)C(C(F)(F)F)CC(c2ccc4c(c2)OCO4)N3)c1 (stereo unspecified)
→ i	i	i	i	i	i	i	50*	i	i	i
- O=C(CSC1=NS(=O)(=O)c2ccccc2N1)Nc1cccc(F)c1
→ i	i	i	i	i	i	i	.	i	i	i
- O=S(=O)(NCc1ccccc1)c1ccc(S(=O)(=O)N(Cc2ccccn2)Cc2ccco2)cc1
→ i	i	i	i	i	i	i	4	i	i	i
- CC(C)c1ccc(C(=O)NCCCN2CCN(CCCNC(=O)c3ccc(C(C)C)cc3)CC2)cc1
→ i	i	i	i	i	i	i	-10	i	i	i
- Cn1c(C(=O)N2COCC2(C)C)cc2c(=O)n3ccccc3nc21
→ i	i	i	i	i	i	i	6	i	i	i
- COc1ccc(NC2CCCN(C(=O)c3oc(C)cc3C)C2)cc1OC (stereo unspecified)
→ i	i	i	i	i	i	i	-3	i	i	i
- O=C(COc1ccccc1Cl)c1ccc[nH]1
→ i	i	i	i	i	i	i	-3	i	i	i
- CCOc1cc(C(=O)NCC(C)(C)CNC(=O)c2cc(OCC)c(OCC)c(OCC)c2)cc(OCC)c1OCC
→ i	i	i	i	i	i	i	13	i	i	i
- N#CCC(=O)c1ccccc1Oc1ccc(Cl)cc1
→ i	i	i	i	i	i	i	16	i	i	i
- CCO[C@@H]1OC(C(=O)NCc2ccccc2)=C[C@H](c2ccc3c(c2)OCO3)[C@H]1CCCO
→ i	i	i	i	i	i	i	5	i	i	i
- O=C1CN(C(=O)COC(=O)c2ccccc2O)c2ccccc2N1
→ i	i	i	i	i	i	i	2	i	i	i
- O=C(O)c1cc(-c2ccccc2)n(-c2ccccc2)n1
→ i	i	i	i	i	i	i	-2	i	i	i
- O=C(Cn1c(=O)oc2ccccc21)Nc1ccc(Cl)cc1Cl
→ i	i	i	i	i	i	i	-1	i	i	i
- Cc1cc(NS(=O)(=O)c2ccc(NC(=S)NCc3ccccc3)cc2)no1
→ i	i	i	i	i	i	i	1	i	i	i
- COc1ccc(Cn2ccnc2CO)cc1[N+](=O)[O-]
→ i	i	i	i	i	i	i	-10	i	i	i
- CCCC(=O)N(c1ccc2oc(=O)sc2c1)S(=O)(=O)c1ccccc1
→ i	i	i	i	i	i	i	-3	i	i	i
- CC1(C)C2([N+](=O)[O-])CN3CC1([N+](=O)[O-])CN(C2)C3C(O)C(O)C(O)CO (stereo unspecified)
→ i	i	i	i	i	i	i	-1	i	i	i
- COc1cc(C(=O)N/C(=C\c2cn(C)c3ccccc23)C(=O)N2CCN(C)CC2)cc(OC)c1OC
→ .	i	.	i	i	i	.	0	.	i	i
- CC(C)(C)c1ccc(C(=O)O)c(C(=O)c2ccccc2)c1
→ i	i	i	i	i	i	i	.	i	i	i
- Cc1cc2c3nonc3ccc2n1-c1ccccc1
→ i	i	i	i	i	i	-5.2*	5	i	i	i
- Cc1cccc(N2C(=S)NC3c4ccccc4OC2(C)C3C(=O)N(C)C)c1 (stereo unspecified)
→ i	i	i	i	i	i	i	-1	i	i	i

The list continues.
Value order: MrgX1 allo act	TRPC6 inhibitor	ANO1 block	TRPC4 agonist	TMEM16A act	TRPC4 PAM	MrgX1 antagonist	SKKanGAS inh	MrgX1 ag	TRPC6 activator	TRPC4 block
- CCOc1ccc(C2N(c3ccc(Cl)cc3)C(=O)C3CCCN32)cc1OC (stereo unspecified)
→ i	i	i	i	i	i	i	-2	i	i	i
- Cc1ccc(CCNC(=O)c2ccc(CS(=O)(=O)Cc3ccc(F)cc3)o2)cc1
→ i	i	i	i	i	i	i	-8	i	i	i
- CCOC(=O)N1CCN(C(=O)CSCc2ccccc2Cl)CC1
→ i	i	i	i	i	i	i	4	i	i	i
- CC(C)(C)c1ccc(-n2ncc3c2CCCC3NC(=O)CCN2CCCO2)cc1 (stereo unspecified)
→ i	i	i	i	i	i	i	1	i	i	i
- CCN(CC)S(=O)(=O)c1ccc(C)c(NC(=O)COC(=O)CNC(=O)c2ccc(C(C)(C)C)cc2)c1
→ i	i	i	i	i	i	i	-17	i	i	i
- O=C(COC(=O)CNC(=O)c1ccc(Cl)cc1)Nc1ncc(C(F)(F)F)cc1Cl
→ i	i	i	i	i	i	i	-3	i	i	i
- Cc1ccc(CN2CCN(Cc3ccc4cccc(F)c4n3)CC2CCO)cc1 (stereo unspecified)
→ i	i	i	i	i	i	i	-3	i	i	i
- C=CCOC(=O)C1=C(C)NC(SCC(=O)N(CC)CC)=C(C#N)C1c1ccco1 (stereo unspecified)
→ i	i	i	i	i	i	i	2	i	i	i
